Screening data (PubChem)
CHRM1 antagonist: human CHRM1 antagonism; CHO-K1 hM1, Fluo-8 calcium fluorescence, ACh EC80 antagonist; inhibition, % at 3 µM; 1.3% of 360,000 active;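 active means percent inhibition above its own plate's cutoff, namely the mean of that plate's compound wells plus 3 SD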;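 further: peak over basal fluorescence ratio during 140 s after agonist addition; 0% = ACh EC80 plus DMSO and 100% = DMSO alone without agonist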
Target sequence (P11229 whole entry, looked up): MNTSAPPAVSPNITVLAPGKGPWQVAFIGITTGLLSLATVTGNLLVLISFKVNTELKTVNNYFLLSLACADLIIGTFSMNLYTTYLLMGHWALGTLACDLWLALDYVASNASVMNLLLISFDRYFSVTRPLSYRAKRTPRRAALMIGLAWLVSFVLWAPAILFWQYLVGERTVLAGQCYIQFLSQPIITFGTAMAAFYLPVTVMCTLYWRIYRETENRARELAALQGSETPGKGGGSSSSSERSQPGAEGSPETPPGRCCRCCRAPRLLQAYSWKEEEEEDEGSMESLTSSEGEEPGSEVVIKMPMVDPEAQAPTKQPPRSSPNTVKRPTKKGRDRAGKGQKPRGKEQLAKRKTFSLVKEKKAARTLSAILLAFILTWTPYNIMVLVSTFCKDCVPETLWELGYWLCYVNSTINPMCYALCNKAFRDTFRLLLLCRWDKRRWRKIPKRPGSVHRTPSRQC
M1 PAM: human CHRM1 positive allosteric modulation | CHO-K1 hM1, Fluo-8 calcium fluorescence, ACh EC20; 0% = ACh EC20, 100% = maximal ACh | activation, % at 3 µM | 0.088% of 360,000 active | AID 588819; in the data active means activation above about 19%, passing the limit was not always enough
M5 ag: agonists of human muscarinic M5 receptor (CHRM5) | activation, % at 3 µM | AID 624037 | P08912 | CHO-K1 hM5 cells, Fluo-8 calcium fluorescence; 0% DMSO wells, 100% maximal acetylcholine response | 0.19% of 360,000 active;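 active means activation above the run's mean over test compounds plus 3 SD, cut at about 23% in these data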;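 further: signal is peak over basal fluorescence ratio across the kinetic read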
M5 PAM: positive allosteric modulators of human muscarinic M5 receptor; CHO-K1 hM5, Fluo-8 calcium, ACh EC20 PAM; 0% = ACh EC20, 100% = ACh EC100; P08912; activation, % at 3 µM; 0.3% of 360,000 active; AID 624038;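 active means activation above the run cutoff, the mean activation of all test compounds plus 3 SD, cut at about 18% in these data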
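Replicates: One well per compound, no replicates | System: Human M5 receptor in CHO-K1 cells | Benchmarks: Low control EC20 acetylcholine (0%), high control EC100 acetylcholine (100%) | Probe or stimulus: Acetylcholine, EC20 level | Times: Fluo-8 loading 80 min at 37 °C plus 30 min room temperature | Signal: Intracellular calcium via Fluo-8 fluorescence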
CHRM4 agonist: agonists of human muscarinic M4 receptor (CHRM4); P08173; CHO-K1 hM4/Gqi5, Fluo-8 calcium fluorescence; vehicle 0%, full acetylcholine response 100%; activation, % at 3 µM; 0.14% of 360,000 active;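 active means activation above the run mean over all test wells plus 3 SD, cut at about 32% in these data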;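 further: peak over basal fluorescence ratio per well then scaled between controls; 0% = DMSO wells and 100% = acetylcholine at EC100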
Target sequence (P08173 whole entry, looked up): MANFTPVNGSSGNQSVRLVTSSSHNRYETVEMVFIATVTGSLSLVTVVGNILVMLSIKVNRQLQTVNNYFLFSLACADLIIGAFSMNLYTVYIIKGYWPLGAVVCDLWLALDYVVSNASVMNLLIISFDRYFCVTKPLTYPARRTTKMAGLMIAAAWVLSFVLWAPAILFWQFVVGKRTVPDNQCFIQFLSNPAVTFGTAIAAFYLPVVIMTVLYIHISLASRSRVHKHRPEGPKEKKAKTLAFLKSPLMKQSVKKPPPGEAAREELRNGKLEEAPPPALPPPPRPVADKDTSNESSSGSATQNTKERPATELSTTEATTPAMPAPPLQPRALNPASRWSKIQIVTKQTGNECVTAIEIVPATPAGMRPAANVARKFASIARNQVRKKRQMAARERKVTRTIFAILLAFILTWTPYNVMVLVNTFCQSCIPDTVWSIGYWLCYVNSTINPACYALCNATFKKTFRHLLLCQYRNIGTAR
TAAR1 agonist: human TAAR1 agonism | Q96RJ0 | CHO RD-HGA16 TAAR1, Fluo-8 calcium fluorescence; vehicle wells 0%, saturating PEA agonist 100% | activation, % at 3 µM | 0.99% of 360,000 active;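 active means activation above the mean activation of all test compounds in the run plus 3 SD, cut at about 38% in these data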
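Benchmarks: low control DMSO, high control PEA (EC100); System: CHO RD-HGA16 cells carrying human TAAR1 plus Gα16; Detection: Fluo-8 fluorescence, 5 s baseline then 140 s kinetic read; Schedule: 17-24 h plating, Fluo-8 75 min 37 °C, 30 min RT; Read-out basis: % activation from peak over basal fluorescence ratio, DMSO-to-PEA scaled.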
CHRM1 agonist: activates human CHRM1 receptor; P11229; CHO-K1 hM1, Fluo-8 calcium fluorescence, agonist mode; 0% DMSO, 100% acetylcholine EC100; activation, % at 3 µM; 0.33% of 360,000 active; AID 588814;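 active means activation above the run's mean compound activation plus 3 SD, cut at about 16% in these data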;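 further: peak over basal fluorescence ratio within a 140 s kinetic read after compound addition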
M4 antag: antagonists of human muscarinic M4 receptor (CHRM4). CHO-hM4 cells, ACh EC80, Fluo-8 calcium fluorescence. inhibition, % at 3 µM. 0.73% of 360,000 active;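 active means inhibition above its plate's cutoff, the mean inhibition of sample wells plus 3 SD, cut at about 27% in these data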;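 further: 0% = acetylcholine EC80 with DMSO and 100% = DMSO without agonist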
CHRM5 antagonist: CHRM5 antagonism in calcium assay | 0.59% of 360,000 active | CHO-hM5 cells, Fluo-8 calcium fluorescence, ACh EC80 | inhibition, % at 3 µM | P08912 | AID 624040;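 active means inhibition above a per-plate cutoff, the mean of that plate's test compounds plus 3 SD, cut at about 27% in these data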;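 further: 0% = acetylcholine EC80 with DMSO and 100% = DMSO without agonist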
Starred values were filed as active, the others as inactive; . = no result given. This is a subset. The share of hits here may be higher or lower than overall.

SMILES	CHRM1 antagonist	M1 PAM	M5 ag	M5 PAM	CHRM4 agonist	TAAR1 agonist	CHRM1 agonist	M4 antag	CHRM5 antagonist
CCCc1[nH]n(-c2ccc(F)cc2)c(=O)c1C=Nc1ccc(C)cc1	-11	9	0	-6	0	2	-5	-6	4
CCCc1nc2sc3ccccc3c(=O)c2c(=O)n1Cc1ccccc1	-3	5	-1	1	0	0	-1	-1	8
O=C(O)C1OC(C(=O)O)C(C(=O)O)C1C(=O)O (stereo unspecified)	-15	8	5	15	0	1	0	-7	-13
Cc1ccccc1CN1CCN(Cc2ccc3cccc(F)c3n2)CC1CCO (stereo unspecified)	-12	7	-3	-1	1	1	-7	-6	12
O=c1nc(SCc2ccc(Cl)cc2)nc(-c2ccccc2)[nH]1	1	2	-3	4	-1	-2	-5	-1	8
CCc1ccc(NC(=O)C(=O)NCC2CCCO2)cc1 (stereo unspecified)	-4	11	1	-2	1	12	-3	0	5
C=CCC1c2cccc(C(=O)O)c2C(=O)N1c1ccc(F)cc1 (stereo unspecified)	-6	8	3	0	-2	14	-1	6	-7
COc1ccc(N2CCN(c3nc4cc(C)ccc4cc3C=O)CC2)cc1	2	-6	-2	-1	3	2	-7	5	11
CSc1ncccc1C(=O)Nc1cccc(S(=O)(=O)N2CCOCC2)c1	-9	7	3	1	3	-1	-3	0	-1
CC(NC(=O)C1CC1)c1ccc(-c2ccccc2)cc1 (stereo unspecified)	-6	5	-2	-5	5	4	0	-2	20
COc1cc(-c2noc(-c3cccs3)n2)cc(OC)c1OC	-10	4	-1	1	0	6	-6	-1	10
Cc1ccc(NC(=O)COC(=O)/C=C/c2cccs2)cc1	-13	13	-3	-5	0	31	-7	11	8
O/N=C/c1cccnc1Sc1ccccc1	7	-5	-1	4	0	2	-9	-2	-1
CC(C)N(C)c1ncnc2c1ncn2[C@H]1CN(C2CCCC2)C[C@@H](CO)O1	-10	6	-3	-16	1	0	-6	7	15
O=c1cc(CO)oc(C(Nc2cccc(C(F)(F)F)c2)c2ccccn2)c1O (stereo unspecified)	-8	4	2	-3	2	1	-2	1	0
Cc1ccc(S(=O)(=O)N(C)c2cc(S(=O)(=O)Nc3ccncc3)c(C)cc2C)cc1	-8	11	-2	-2	0	2	-4	2	5
COc1cc(OC)nc(/N=C/N(C)C)n1	-10	8	-3	-3	1	0	-5	-1	17
Cc1cccc(N=C2NC(=O)/C(=C/c3cccn3C)S2)c1	-8	2	-3	1	1	2	-3	-5	6
COc1ccc(N2CCN(CC(=O)Nc3nc4c(s3)CC(C)CC4)CC2)cc1 (stereo unspecified)	-4	-2	-6	0	1	-3	-6	-5	-2
Cc1cnc(C(=O)OCC(=O)Nc2cccc(C)c2C)cn1	-14	11	5	13	0	0	1	-6	-7

Structural class: the entries above with an aryl methoxy group (four)
SMILES	CHRM1 antagonist	M1 PAM	M5 ag	M5 PAM	CHRM4 agonist	TAAR1 agonist	CHRM1 agonist	M4 antag	CHRM5 antagonist
COc1ccc(N2CCN(c3nc4cc(C)ccc4cc3C=O)CC2)cc1	2	-6	-2	-1	3	2	-7	5	11
COc1cc(-c2noc(-c3cccs3)n2)cc(OC)c1OC	-10	4	-1	1	0	6	-6	-1	10
COc1cc(OC)nc(/N=C/N(C)C)n1	-10	8	-3	-3	1	0	-5	-1	17
COc1ccc(N2CCN(CC(=O)Nc3nc4c(s3)CC(C)CC4)CC2)cc1 (stereo unspecified)	-4	-2	-6	0	1	-3	-6	-5	-2

Following part.
SMILES	CHRM1 antagonist	M1 PAM	M5 ag	M5 PAM	CHRM4 agonist	TAAR1 agonist	CHRM1 agonist	M4 antag	CHRM5 antagonist
O=C(Nc1ccnn1C1CCN(C/C=C/c2ccccc2)CC1)c1ccccc1	19	-8	-8	-8	2	1	-6	4	10
CN(C)C=NC(=O)c1[nH]c2ccc(Cl)cc2c1-c1ccccc1	20	-15	1	3	1	0	-10	-4	-4
CSc1ccccc1OCc1cc(C(=O)N2CCSCC2)no1	2	6	-2	-1	2	0	-3	2	2
O=C(Cn1cnc2c(OCc3ccccc3)ncnc21)NCCCc1ccccc1	-15	5	1	1	2	3	1	-7	-2
CCN(C(=O)COC(=O)CC(C)c1ccccc1)c1c(N)n(Cc2ccccc2)c(=O)[nH]c1=O (stereo unspecified)	-3	14	3	-11	1	2	0	-1	13
O=c1[nH]c(N2CCN(c3ccccc3)CC2)nc2c1CCC2	-17	2	1	3	-1	4	-1	0	-3
O=C(Cn1c(-c2ccccc2)noc1=O)NCc1ccccc1	19	-5	-2	4	0	7	-3	4	2
CCOC(=O)N(C)c1c(CC)nc2c(OCc3ccccc3OC)cccn12	-7	0	-3	-1	1	-2	-9	0	7
Cc1ccccc1-n1c(SCC(=O)N/N=C/C=C/c2ccccc2[N+](=O)[O-])nc2ccccc2c1=O	4	-4	-2	-1	4	-1	-5	3	1
Cn1cnc2nc[nH]c2c1=S	-7	9	3	3	0	1	0	-4	10
CC(/C=C/c1ccccc1)=N\NC(=O)c1ccc2c(c1)OCCO2	1	0	0	-7	3	2	-4	3	7
CCCn1nnnc1SCC(=O)NCc1ccc2c(c1)OCO2	-2	3	0	2	0	9	-3	4	2
O=C(COC(=O)CSc1ccc(F)cc1)NCC1CCCCC1	-5	-5	-4	10	0	1	-5	-1	-14
CCCN(CCO)C1CCN(CCc2ccccc2)CC1	-13	6	-6	-3	1	5	-2	-12	-9
Cc1sc2ncnc(SCC(=O)NNC(=O)COc3cccc4ccccc34)c2c1C	10	-4	0	-2	1	2	-1	-2	-3
Cc1cccc(NC2=NC(=S)N(c3cccc(C(=O)O)c3)C23CCCCC3)c1	-4	-1	-2	0	2	6	-5	5	7
COc1ccc(CN2CCN(C(=O)c3ccco3)CC2)cc1OC	-8	10	-1	11	1	1	-8	-14	-28
CCCc1ccc2ccc3ccccc3c2n1	4	-1	4	8	-1	2	-3	-16	-4
CCOc1ccc(NC(=O)N(C2CCCC2)C2CCN(C(C)=O)CC2)cc1	-2	13	0	4	1	0	-3	-6	2
O=C(CSc1nnc(Cc2cccs2)n1Cc1ccco1)Nc1cc(Cl)cc(Cl)c1	5	3	0	-4	1	10	-2	10	9
Cc1cccc2cc(CN(Cc3nnnn3Cc3ccccc3)C3CCCC3)c(=O)[nH]c12	-12	-5	2	-8	11	12	-5	-2	4
COc1ccc(NC(=O)CCC(=O)N(Cc2ccc(OC)c(OC)c2)c2nccs2)c(OC)c1	-4	6	-4	2	0	2	-6	-16	-19
COc1ccc(CCn2nnnc2C(CC(C)C)N2CCN(c3ncccn3)CC2)cc1OC (stereo unspecified)	23	-7	-4	0	0	1	-3	-8	-8
O=C(Nc1cccc2cccnc12)c1csc([C@@H]2O[C@H](CO)[C@H](O)[C@H](O)[C@H]2O)n1	-31	17	1	7	1	7	6	-16	-5
C=CCn1c(SCC(=O)NC2CCCCC2)nnc1C(C)NC(=O)c1cccs1 (stereo unspecified)	0	0	-3	-6	0	5	-6	-2	-4
C[C@@H]1CN([C@H](C)CO)C(=O)c2cc(NC(=O)Nc3ccc(F)cc3)ccc2O[C@@H](C)CCCCO[C@H]1CN(C)S(=O)(=O)c1cccs1	-11	1	-1	2	1	2	-5	1	3
CCC(CC)c1nnc(NC(=O)CCc2ccc(OC)cc2)s1	0	2	8	5	1	7	1	-13	2
CC(C)CN(Cc1cc2ccccc2[nH]c1=O)C(=O)c1cccnc1	-10	9	0	-1	2	10	-4	0	3
C=CCN(CC(=O)NC1CCCC1)C(=O)C(=O)Nc1ccc2c(c1)OCCO2	-9	8	-1	1	3	1	-3	-5	9
O=S(=O)(Nc1ccccn1)c1cccs1	-6	14	-1	7	0	-1	1	0	-2
Cc1c(C(=O)N2CCCCC2)c(S(=O)(=O)Nc2cccc(Br)c2)c(C)n1C	-9	7	-6	1	0	0	-4	-3	-4
O=C(Nc1nnc(-c2ccccc2)o1)Nc1ccc(F)cc1F	-9	14	-1	-1	0	4	-6	2	1
O=C(CO/N=C/c1ccccc1OC(F)F)NCc1ccco1	-53	26*	1	18	0	0	-1	-1	-15
C=CCn1cnc2c(nnn2-c2cc(C)cc(C)c2)c1=O	-8	11	-2	5	0	4	-7	-6	4
CN(C(=O)c1ccncc1)C1CCCCC1	-14	9	-1	4	1	1	-2	-9	8
Cc1cc(C)cc(OCC(=O)OC(C)C(=O)Nc2ccc(Cl)cn2)c1 (stereo unspecified)	-4	3	-4	-3	0	7	0	4	9
Cc1cccc(C)c1NS(=O)(=O)c1cc2c3c(c1)CCN3C(=O)CC2	-6	6	-1	-1	1	4	-2	1	2
Nc1ccc2nc(CCCCCCc3nc4ccc(N)cc4[nH]3)[nH]c2c1	10	0	-6	-6	1	30	-7	11	16
CCc1ccc(OCc2cccc(C(=O)N/N=C\c3cnn(C)c3C)c2)cc1	-11	8	-1	-4	1	1	0	4	-15
C[C@@H]1Cc2[nH][nH]c(=O)c2[C@H](c2ccc(Cl)cc2)O1	.	.	5	5	0	3	.	-7	1

Part of the list above, with two lines to a compound.
Each structure is followed by: CHRM1 antagonist	M1 PAM	M5 ag	M5 PAM	CHRM4 agonist	TAAR1 agonist	CHRM1 agonist	M4 antag	CHRM5 antagonist
O=C(COC(=O)CSc1ccc(F)cc1)NCC1CCCCC1
→ -5	-5	-4	10	0	1	-5	-1	-14
CCCN(CCO)C1CCN(CCc2ccccc2)CC1
→ -13	6	-6	-3	1	5	-2	-12	-9

The list goes on:
SMILES	CHRM1 antagonist	M1 PAM	M5 ag	M5 PAM	CHRM4 agonist	TAAR1 agonist	CHRM1 agonist	M4 antag	CHRM5 antagonist
Cc1cccc([C@@H]2[C@@H]3C(=O)N(Cc4ccccc4)C(=O)[C@@H]3[C@]3(C)C(=O)N(c4ccc(Br)cc4)C(=O)N23)c1	-8	10	6	5	3	.	-3	3	6
Cc1c(N=Cc2c(O)n(Cc3ccco3)c(=O)c3ccccc23)c(=O)n(-c2ccccc2)n1C	-10	-15	-2	-8	9	9	-8	-15	10
CC(=O)c1ccc(NC(=O)c2ccc(CNc3c(N4CCOCC4)c(=O)c3=O)cc2)cc1	-14	-1	-1	-4	0	12	-3	3	-2
CCCc1cc(=O)[nH]c(SCC(=O)N2CCN(S(=O)(=O)c3ccc(C)cc3C)CC2)n1	0	1	-3	5	1	1	-5	-3	2
CC1=C(C(=O)N(C(C)C)C(C)C)CC(CC(=O)NC2CCCC2)C(=O)N1Cc1ccccc1 (stereo unspecified)	-9	4	1	2	0	0	-4	-13	-7
CN1CCN(c2ccc(NC(=O)COc3cccc4ccccc34)cc2)CC1	-7	1	-8	4	5	32	-10	-21	-8
CC1CCCC(NC(=O)c2cccc(S(=O)(=O)NCc3ccccc3)c2)C1C (stereo unspecified)	-4	0	1	-7	2	2	-3	5	22
CS(=O)(=O)NCCSCc1ccc(Cl)cc1	5	0	-2	-1	1	11	12	3	-8
O=C(NCC(c1ccco1)N1CCc2ccccc21)c1ccccc1F (stereo unspecified)	23	-9	-3	4	-1	-3	-6	-8	4
O=C(O)CCCNS(=O)(=O)c1cccc2nsnc12	0	1	-4	5	0	1	-2	1	3
CCOC(=O)C1=CN(Cc2cccc(F)c2)S(=O)(=O)N(C)C1c1ccc(C(F)(F)F)cc1 (stereo unspecified)	7	-4	1	-10	-1	4	-4	-6	6
